# Cav32 inh = Cav3.2 calcium influx blockers – cell-based, Fluo-4 calcium fluorescence, FDSS, MLSMR library, primary screen. B-score at 10 µM. Voltage-dependent T-type calcium channel subunit alpha-1H (Homo sapiens), O95180. Cav3.2-expressing cells; active compounds read low. hit rate 4% among 100,000;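 active = single-dose well whose peak fluorescence ratio is a statistical outlier from its plate by either plate-standardised score or position-corrected B-score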
# * hit, by the source's call. A portion of the library; rates above refer to the full screens.
Molecule	Cav32 inh
CC(NC(=O)OC(C)(C)C)C(=O)Oc1ccc2ccc(=O)oc2c1 (stereo not given)	0.474
CC1(C)C(=O)C2(CCCCC2)C(=O)OC1c1ccc(O)cc1 (stereo not given)	0.861
CCOC(=O)c1sc(Nc2ccc(C)cc2C)nc1C	-3
COc1ccc(-c2noc(Cc3ccc(Cl)cc3)n2)cc1OC	-0.222
Cc1cccc(NC(=O)C2(c3ccccc3)CC2(Cl)Cl)c1 (stereo not given)	-7.99*
CN(C)S(=O)(=O)c1ccc(S(=O)(=O)N(Cc2ccco2)Cc2ccccc2Cl)cc1	0.116
CSc1nc(-c2ccco2)cc(C(F)(F)F)c1C#N	0.0422
O=C(c1cccc(F)c1)N1CCN(c2cccc(Cl)c2)CC1	-2.15
COC(=O)C1=C(C)N(Cc2ccccc2)C(=O)N[C@H]1c1cccs1	0.42
CC(C)(C)C(=O)c1cnc(Nc2ccccc2Cl)s1	-3.24
COc1ccc2ccc3c(c2c1)N=C[C@]1(O3)N(C)c2ccccc2C1(C)C	-1.49
Cc1ccc(S(=O)(=O)NC(=O)c2ccc(-c3ccc(C)c4ccccc34)o2)cc1	-1.22
CCNC(=O)NC(=O)COC(=O)CCCSc1nc2ccccc2[nH]1	0.572
COc1ccc(/C=C/C(=O)Nc2cc(C(F)(F)F)ccc2Cl)cc1	-1.4
Cc1cc(NC(=O)CSc2nc(CC(C)(C)C)nc3c2c(=O)n(C)c(=O)n3C)no1	-1.49
CCN(CC)CCNC(=O)CS(=O)Cc1nc(-c2ccc(Cl)cc2)oc1C (stereo not given)	0.148
CC(C)NC(=O)c1onc(CSc2ccccc2F)c1C(=O)O	0.666
COCCNC(=O)c1nc2c(nnn2Cc2cc(C)ccc2C)c(=O)[nH]1	0.0704
COc1cc(CC(=O)O)c(C(C)=O)cc1OC	0.0782
Nc1nnc(SCc2cccnc2)s1	0.227
COc1cccc(-c2[nH]nc3c2C(c2ccsc2)C(C#N)=C(N)O3)c1 (stereo not given)	-1.37
Cc1cc(=O)c(C(=O)O)cn1Nc1ccc(Cl)cc1	-0.567
COC(=O)C1=C(O)/C(=C\c2ccc(CNC(=O)C(=O)Nc3ccc(C)cc3)o2)N=C1C	-0.483
COC1OC(CO)C(O)C(O)C1O (stereo not given)	0.113
O=C(Oc1ccc(Cl)c2ccccc12)N1CCCCC1	-0.897
CCCCC1=CC2=CC(=O)C(C)(OC(=O)CC)C(=O)C2=CN1c1ccc(OC)cc1 (stereo not given)	0.0498
CCc1nnc(NC(=O)CSc2nc(-c3ccccc3)cc(-c3ccc(F)cc3)c2C#N)s1	0.335
CCc1ccc(NC(=O)c2sccc2-n2cccc2)cc1	-1.63
CC(/C=C/c1ccco1)=N/NC(=O)Cc1cccs1	1.1
Cc1nc2cc(C(=O)O)ccc2n1-c1ccc(F)cc1F	0.127
CCC(CO)NC(=O)c1ccc(-c2nn(C)c(=O)c3ccccc23)cc1 (stereo not given)	0.68
O=C(NCc1nc2ccccc2[nH]1)c1ccc(Cl)c(S(=O)(=O)N2CCCC2)c1	-2.87
O=C(NNC(=O)c1sccc1-n1cccc1)c1cccc(Cl)c1	-0.0675
CCOC(=O)COc1ccc(-c2nnc(-c3ccccc3)o2)cc1	-1.36
CCn1c(C)c(CCC(=O)O)c(=O)n2nc(-c3ccccc3OC)cc12	1.03
CCOc1cc(CNCCO)cc(Br)c1OCc1ccc(Cl)cc1Cl	-0.0712
CN(CCOc1ccc(Cl)cc1)c1ccc(S(=O)(=O)N2CCCCC2)cn1	-6.36*
O=c1oc(-c2ccc(Br)o2)nc2ccccc12	0.0757
COC(=O)c1cn[nH]c1NC(=S)Nc1ccccc1C	1.02
Cc1ccc2nc(SCC(=O)Nc3cc(C)on3)[nH]c2c1	0.725
Cc1cc2c(NCC(C)O)ncnc2s1 (stereo not given)	-0.0026
CCC1=[N+]([O-])C(C)(/C(C)=N\O)N(O)C1(C)C (stereo not given)	0.327
Cc1ccc2c(c1)C(=O)CCN2	0.177
CCOc1ccc2nc(NS(=O)(=O)Cc3ccccc3)sc2c1	-1.93
Cc1cc(C)cc(NC(=O)Cn2c(=O)oc3cc(S(=O)(=O)N4CC(C)CC(C)C4)ccc32)c1 (stereo not given)	-4.28*
COc1ncnc2c1N[C@@](C)(O)c1c(F)c(F)c(F)c(F)c1S2	0.243
COC(=O)C(CC(C)C)NC(=O)c1ccc([N+](=O)[O-])c(C)c1 (stereo not given)	0.146
CC(C)[C@@H](C(=O)N1CCN(C(=O)OC(C)(C)C)CC1)n1cc(CCO)nn1	1.21
Cc1cccn2c(=O)c3cc(C(N)=S)c(=N)n(CCCOC(C)C)c3nc12	-1.1
CC(=O)Nc1ccc(NC(=O)CSc2nccn2Cc2ccccc2)cc1	-0.0566
COc1ccc(-c2oc3ccc(N4CCOCC4)cc3c2C#CCO)cc1	-0.345
Cc1ccc(C2CC(c3ccccc3Cl)n3nc(N)nc3N2)cc1 (stereo not given)	-0.257
COc1ccccc1NC(=O)Nc1ccnn1Cc1cccs1	0.0191
CCOC(=O)C(CC)/C(C)=N/NC(=O)c1ccccc1[N+](=O)[O-] (stereo not given)	0.297
CCn1cc(C(=O)N2CCN(Cc3ccc4c(c3)OCO4)CC2)c2cc(OC)c(OC)cc2c1=O	1.01
CCN1CCN(C(=O)c2ccc(Cn3c(=O)[nH]c4cc(OC)c(OC)cc4c3=O)cc2)CC1	-0.065
CCN(CC(=O)NC(C)C)C(=O)C(CCSC)NC(=O)c1cccc(C)c1 (stereo not given)	1.92
CCCC(=O)C1=C(O)C(C(=O)OC)C(C)(C)CC1=Nc1cccc2ccccc12 (stereo not given)	-4.97
CCc1ccc2[nH]c(=O)c(CN(CCN3CCOCC3)C(=O)Nc3ccccc3F)cc2c1	1.72
CCCc1cc(=O)[nH]c(SCC(=O)N(CC(C)C)C2CCS(=O)(=O)C2)n1 (stereo not given)	0.167

# Seven structures out of the list, sorted by molecular weight, rising.
Molecule	Cav32 inh
Cc1ccc2c(c1)C(=O)CCN2	0.177
CC(C)(C)C(=O)c1cnc(Nc2ccccc2Cl)s1	-3.24
CCc1ccc(NC(=O)c2sccc2-n2cccc2)cc1	-1.63
Cc1ccc(C2CC(c3ccccc3Cl)n3nc(N)nc3N2)cc1 (stereo not given)	-0.257
COc1ccc(-c2oc3ccc(N4CCOCC4)cc3c2C#CCO)cc1	-0.345
CCN(CC(=O)NC(C)C)C(=O)C(CCSC)NC(=O)c1cccc(C)c1 (stereo not given)	1.92
CCc1ccc2[nH]c(=O)c(CN(CCN3CCOCC3)C(=O)Nc3ccccc3F)cc2c1	1.72

# At a glance, 2 of the compounds above.
Molecule	Cav32 inh
Cc1cccn2c(=O)c3cc(C(N)=S)c(=N)n(CCCOC(C)C)c3nc12	-1.1
CC(=O)Nc1ccc(NC(=O)CSc2nccn2Cc2ccccc2)cc1	-0.0566

# The results go on:
Molecule	Cav32 inh
Cc1cccc(N2CCN(C(=O)Cc3ccc(Br)cc3)CC2)c1C	-1.49
CC(=O)Nc1sc2c(c1C#N)CC(C)(C)NC2(C)C	0.122
CCn1c(=O)c(-[n+]2ccccc2)c(O)c2ccccc21	0.39
O=c1[nH]c2cc3c(cc2cc1CN(CCc1ccccc1)Cc1nnnn1CC1CCCO1)OCO3 (stereo not given)	-0.0854
O=C(NCCCNCc1ccccc1)c1ccncc1	0.0125
CCc1nc(Nc2ccncc2)c2oc3ccccc3c2n1	-0.325
COCCN(C(=O)Nc1ccccc1)c1ccccc1C	0.527
Cn1cccc1Cc1nnc(SCC(=O)N2CCCCCC2)n1-c1ccc(F)cc1	1
Cc1cccc(N(C)c2cc(C)nc3nc(C)nn23)c1	0.589
Cc1cc(C)cc(NC(=O)CSc2nnc(CN3CCOCC3)n2C)c1	0.543
CCCCc1nnc(NC(=O)CSc2nc(=O)cc(N)n2-c2cccc(C)c2)s1	0.201
O=C(NCc1ccccn1)[C@@H]1C[C@H]1[C@@H](NP(=O)(c1ccccc1)c1ccccc1)c1ccccc1	0.497
Cc1cc2cc(CN(C(=O)C3CC3)C3CCCC3)c3nnnn3c2cc1C	-4.86*
O=[N+]([O-])c1ccc(Sc2nnnn2-c2ccccc2)c(Cl)c1	-1.96
O=S(=O)(N/N=C/c1ccc2c(c1)OCCO2)c1ccc(Cl)cc1	-1.51
Cc1ccc(-n2nnc(-c3cccnc3Cl)n2)cc1	1.12
CC(=O)OCN(C#N)c1nc(N(C)C)nc(N(C)C)n1	-0.198
CCCS(=O)(=O)N1CCN(C(=O)COc2ccc(-c3ccccc3)cc2)CC1	-0.536
Cc1ccc(NS(=O)(=O)c2ccc(NS(=O)(=O)c3cccs3)cc2)cc1	-1.67
O=C(Cc1ccccc1)Nc1ccc(NC(=O)c2ccco2)nc1	0.658
O=C(CSc1nc2ccccc2[nH]1)Nc1ccc(F)c(F)c1	-4.37*
CC1(C)c2ssc(=S)c2-c2ccccc2N1C(=O)c1ccco1	0.0928
COc1cc(C(C#N)N2CCCCC2)ccc1O (stereo not given)	-0.057
COc1ccc(CCc2cc(OC)cc(=O)o2)cc1	0.556
CC[C@@H](C)C(C(=O)N1CCN(C(=O)OC(C)(C)C)CC1)n1cc(-c2cn([C@@H](C)C(=O)N3CCN(C(=O)OC(C)(C)C)CC3)nn2)nn1 (stereo not given in full)	-0.306
Cc1ccc(NC(=O)CSC2=C(C#N)C(c3ccco3)C3=C(CC(C)(C)CC3=O)N2)cc1 (stereo not given)	-2.8
CCCCCCCC(=O)NNC(=O)c1ccc([N+](=O)[O-])cc1	1.65
CCOc1cc(C(=O)N(C)c2ccccc2)cc(OCC)c1OCC	0.669
CC(C)C[C@H](NC(=O)c1nc[nH]c1C(=O)NCCCCCNC(=O)OC(C)(C)C)C(=O)OCc1ccccc1	-2.77
CCc1ccc(-c2nc(CN3CCC(C(=O)NCc4ccc(F)cc4)CC3)c(C)o2)cc1	-7.27*
COC(/C=C/Nc1ccc(C)cc1)=C(C#N)C#N	0.773
C=C1CCN([C@@H](Cc2ccccc2)C(=O)O)S(=O)(=O)c2ccccc21	-0.662
CCn1ncc(/C=N\NC(=O)c2cc(-c3ccc(C)cc3C)nc3ccccc23)c1C	-1.78
C=CCn1c(SCC(=O)Nc2c(C)n(C)n(-c3ccccc3)c2=O)nc2scc(-c3ccccc3)c2c1=O	-0.597
COc1cccc(CNC(=O)C2CCN(S(=O)(=O)N3CCCC3)CC2)c1	0.245
Fc1ccc(-n2[nH]nnc2=S)cc1N1CCCC1	-0.0776
COc1ccc(CN2[C@@H](CC(=O)O)c3cc(C(F)(F)F)ccc3S2(=O)=O)cc1	0.672
O/N=C(/Cc1ccccn1)c1ccccc1	0.249
CCOC(=O)C(CC(C)C)CP(=O)(O)CNC(=O)OCc1ccccc1 (stereo not given)	-0.0143
CCc1cc2c(=O)n(Cc3ccco3)c(SCC(=O)N3CCCc4ccccc43)nc2s1	-5.31*
CCOC(=O)c1ccc(NC(=O)COc2ccc(-n3cnnn3)cc2)cc1	-0.364
Cc1ccc(C2/C(=C(/O)c3ccccc3)C(=O)C(=O)N2CCN2CCOCC2)o1 (stereo not given)	-0.0564
COc1ccc(Cn2nnnc2C(CC(C)C)N2CCN(c3ccccc3)CC2)cc1 (stereo not given)	-3.64
Cc1nnc(NC(=O)C2C3C=CC(O3)C2C(=O)O)s1 (stereo not given)	0.162
Cn1c(N)c(C(=O)COC(=O)c2cccs2)c(=O)n(C)c1=O	-0.544
Cc1nc(NC(=O)COC(=O)C(NC(=O)c2ccco2)C(C)C)c(Cl)cc1Cl (stereo not given)	0.742
Clc1ccc(Cn2ccc(-c3ccc4c(c3)OCO4)n2)cc1Cl	-1.23
Cc1ccc(SC[C@H](CC(C)C)N2CCN(CCc3ccccc3)CCC2=O)cc1	-2.08
CSc1ccc(S(=O)(=O)N2CCN(Cc3ccc4c(c3)OCO4)CC2)cc1	-3.86
CC(C)Oc1ccc(OCCNC2CCCC2)cc1	0.597
Cc1c(-n2cc(C(=O)c3cc(Cl)ccc3O)cc(C#N)c2=O)c(=O)n(-c2ccccc2)n1C	-0.0181
Cc1nn(-c2ccccn2)c2nc(-c3cccs3)cc(C(=O)NCc3ccco3)c12	-1.17
CCN1CCN(C(=O)c2cc3cc4ccc(OC)cc4nc3s2)CC1	0.488
COC(=O)c1sc2nc(-c3ccco3)ccc2c1N	-0.797
CCCCCn1c(CCC(=O)Oc2ccccc2OC)nc2c1c(=O)[nH]c(=O)n2CCCC	-1.81
CS(=O)(=O)N1CCC(C(=O)NCc2ccc(F)cc2Cl)CC1	1.47
Cc1cc(Cl)ccc1OC(C)C(=O)NCCCCc1ccccc1 (stereo not given)	-1.19
CCOc1ccccc1CN1C(=O)NC(C)(c2ccccc2)C1=O (stereo not given)	0.779
COC(=O)C1=C(C)NC(=O)/C1=C\c1cccs1	0.725
CCOc1ccc(S(=O)(=O)N2CCCCCC2)cc1	0.152

# Carrying on.
Molecule	Cav32 inh
O=C(Cn1nc(C(F)(F)F)c2c1CCC2)NC1CCCCC1	-0.773
O=c1[nH]c(-c2ccc(Cl)cc2)nc2c1cnn2-c1ccccc1	0.896
O=C/C(=C\Nc1ccc(Cl)cn1)c1nc2cc(Cl)ccc2o1	-1.23
C/C(=N\OC(=O)c1ccccc1)c1cc(-c2ccc(Cl)cc2)no1	0.515
N/C(=N\OC(=O)Cc1ccc(Cl)cc1)c1ccccn1	1.02
CCOc1ccc(C2NC(=O)C(C#N)=C(S)N2c2ccc(C)cc2)cc1OC (stereo not given)	0.0496
O=C(NCc1ccccn1)c1ccc(CS(=O)(=O)Cc2ccc(Cl)cc2)o1	0.603
O=C(Nc1ccc2c(c1)OCCO2)c1ccc(Cl)c(S(=O)(=O)N2CCCCC2)c1	-1.46
Cc1ccc(/C=C/C2=NN(Cc3ccccc3Cl)C(=O)CC2)cc1	0.111
